# 12-LOX inh: Primary qHTS assay for inhibitors of human arachidonate 12S-lipoxygenase (ALOX12): Round 2 | purified 12hLO, xylenol orange hydroperoxide absorbance | Polyunsaturated fatty acid lipoxygenase ALOX12 (Homo sapiens), P18054 | Potency, µM (titrated, usually from 108 µM), for inactives: at the top dose activity change, negative = inhibition, hits mostly inhibitors | 580,000 tested, 1.1% active; also: potency is read from the fitted curve at half-maximal effect; % is scaled to controls: 0 for no effect and ±100 for the full control effect
#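 Purified human 12hLO at 150 nM in 25 mM Hepes, 0.01% Triton X-100, pH 7.0, preincubated 15 min at room temperature with compound. Reaction started with 40 uM arachidonic acid, 30 min at room temperature. Hydroperoxide measured by Fe-xylenol orange, 573/405 nm absorbance ratio.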
# JMJD2A Tudor inh: qHTS Assay for Inhibitors of JMJD2A-Tudor Domain | Lysine-specific demethylase 4A (Homo sapiens), O75164 | AlphaScreen JMJD2A-Tudor / H3K4me3 peptide binding | Potency, µM (series often up to 114 µM), for inactives: top-dose activity change, negative = inhibition, most hits filed as inhibitors | 390,000 tested, 4.4% active | AID 504339, 2011; also: potency is read from the fitted curve at half-maximal effect; % is scaled to controls: 0 for no effect and ±100 for the full control effect; nearly all actives have a fitted effect of over 50% in size
# GLS inhibitor: qHTS for Inhibitors of Glutaminase (GLS); 410,000 tested, 0.21% active; Potency, µM (highest dose often 45.5 µM), for the others: at the top dose activity change, negative = inhibition, actives largely listed as inhibitors; GLS enzymatic activity, qHTS titration; also: potency is read from the fitted curve at half-maximal effect; % is scaled to controls: 0 for no effect and ±100 for the full control effect
#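 Two-point fluorescence kinetic (t0, 30 min RT) for hKGA; glutamate detected via glutamate oxidase–HRP–Amplex Red. Substrate: 1 mM L-glutamine solution; buffer 45 mM KH2PO4, pH 8.2.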
# RGS4 inh: Inhibitors of Regulator of G Protein Signaling (RGS) 4: qHTS. Regulator of G-protein signaling 4 (Homo sapiens), P49798. Potency, µM (top dose mostly 114 µM), for inactives: at the top dose activity change, negative = inhibition, most hits filed as inhibitors. 390,000 tested, 0.039% active. Transcreener GDP fluorescence polarization, RGS4-accelerated GTP hydrolysis. AID 504845, 2011; also: potency is read from the fitted curve at half-maximal effect; % is scaled to controls: 0 for no effect and ±100 for the full control effect; nearly all actives have a fitted effect of over 75% in size; some results filed as inactive show a strong effect at the top dose
# Target sequence (P49798 whole entry, looked up): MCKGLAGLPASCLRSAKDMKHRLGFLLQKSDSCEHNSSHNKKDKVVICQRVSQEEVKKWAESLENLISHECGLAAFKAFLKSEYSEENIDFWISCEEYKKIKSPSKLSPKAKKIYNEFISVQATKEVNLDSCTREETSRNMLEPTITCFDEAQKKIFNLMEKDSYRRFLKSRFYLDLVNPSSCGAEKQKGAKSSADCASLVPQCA
#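 MLSMR compounds (23 nl, pin-transferred) preincubated 10 min at room temperature with a 500nM (2x) first reagent, then RGS4 at 900nM (2x) plus Transcreener GDP mix added; fluorescence polarization (620/688 nm) read before and after 90 min at 30 °C.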
# PI4K2A inh: qHTS for small molecular inhibitors of PI4K2A; purified PI4K2A, ADP-Glo luminescence, 1 h; hits give low values; activity change, negative = inhibition, % at 76.9 µM; 420,000 tested, 0.13% active; in the data active = activity change below about -50%; inconclusive = mostly about -30% to -49%;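 also: -100% = wells without enzyme as full effect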
#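 In this quantitative HTS, ADP production by PI4K2A was quantified luminescently after 1 h at ambient temperature; 100 microM adenosine served as plate-quality control.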
# G9a inh: qHTS Assay for Inhibitors of Histone Lysine Methyltransferase G9a; 350,000 tested, 8.8% active; G9a H3K9 monomethylation, AlphaScreen, 2 h; Potency, µM (doses to about 102 µM), for the others: top-dose activity, negative = inhibition, usual class: inhibitors; also: potency is read from the fitted curve at half-maximal effect; % is scaled to controls: 0 for no effect and ±100 for the full control effect; nearly all actives have a fitted effect of over 75% in size
# Target sequence (Q96KQ7 913-1193 limits assumed): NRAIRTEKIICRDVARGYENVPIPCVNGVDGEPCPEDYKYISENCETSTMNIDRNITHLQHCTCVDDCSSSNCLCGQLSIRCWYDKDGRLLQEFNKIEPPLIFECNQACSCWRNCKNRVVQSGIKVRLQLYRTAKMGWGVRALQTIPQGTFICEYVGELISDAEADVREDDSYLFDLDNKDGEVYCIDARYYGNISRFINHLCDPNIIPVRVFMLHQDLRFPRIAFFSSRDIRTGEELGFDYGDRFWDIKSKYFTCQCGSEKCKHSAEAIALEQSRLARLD
#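 Chemiluminescent proximity detection of H3K9 monomethylation, read after 10 min bead incubation in the dark. Reaction: 20 nM G9a, 500 nM biotin-H3K9 peptide, 20 uM SAM cofactor, 2 h, room temperature, following 15 min enzyme-compound preincubation.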
# HP1b binding inh: HTS for Inhibitors of HP1-beta Chromodomain Interactions with Methylated Histone Tails | Chromobox protein homolog 1 (Homo sapiens), P83916 | 390,000 tested, 0.56% active | AlphaScreen HP1-beta / biotin-H3K9me3 peptide binding | Potency, µM (doses to about 114 µM), without a hit: top-dose activity change, negative = inhibition, hits mostly inhibitors | AID 540317, 2011; also: potency is read from the fitted curve at half-maximal effect; nearly all actives have a fitted effect of over 70% in size; inactives centre near 23
# Target sequence (P83916 whole entry, looked up): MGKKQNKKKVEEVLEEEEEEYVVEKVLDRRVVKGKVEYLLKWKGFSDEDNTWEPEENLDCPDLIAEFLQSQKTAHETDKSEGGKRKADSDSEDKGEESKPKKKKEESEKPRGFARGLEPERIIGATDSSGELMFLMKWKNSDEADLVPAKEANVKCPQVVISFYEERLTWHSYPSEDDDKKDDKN
#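 AlphaScreen: HP1-beta (50 nM) preformed 30 min with biotin-H3(1-18)K9me3 peptide (50 nM) in PBS pH 7.4, 0.01% Tween-20. Compound added for 30 min at RT, then streptavidin donor/nickel chelate acceptor beads (10 ug/mL) for 30 min.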
# BAZ2B inh: qHTS Assay for Inhibitors of BAZ2B | 360,000 tested, 4.4% active | Bromodomain adjacent to zinc finger domain protein 2B (Homo sapiens), Q9UIF8 | AlphaScreen BAZ2B-H3K14Ac peptide displacement | Potency, µM (titrated, usually from 114 µM), for the others: at the top dose activity change, negative = inhibition, usual class: inhibitors; also: potency is read from the fitted curve at half-maximal effect; % is scaled to controls: 0 for no effect and ±100 for the full control effect; nearly all actives have a fitted effect of over 60% in size
#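 Complex of BAZ2B and biotin-H3K14Ac (50 nM apiece) forms over 30 min at RT, then faces library compounds up to 110 uM for another 30 min; AlphaScreen beads added, 20 min dark incubation, luminescence read.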
# ERG Ets-DNA blk: qHTS for Small Molecule Inhibitors of the ERG Ets/DNA interaction | Transcriptional regulator ERG (Homo sapiens), P11308 | fluorescence polarization, His-ERG Ets domain / labelled DNA | Potency, µM (series often up to 76.9 µM), for the others: at the highest dose FP activity, negative = inhibition, most hits filed as inhibitors | 370,000 tested, 0.028% active | AID 624246, 2012; active = well fitted inhibition curve with a large enough effect in the polarisation, with a control signal flat; inconclusive = small, poorly fitted or top-dose-only effect, or effect the other way, or a change in a side signal; inactive = no such curve, though single readings can be large or run the other way; the % refers to the polarisation;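 also: polarization taken with two DNA probes labelled with fluorescein and Texas red; potency is read from the fitted curve at half-maximal effect; % of control where 0% means no effect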
#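 His-tagged ERG Ets domain (1 uM in the protein solution; 300mM KCl, 50mM Tris-HCl, 1mM EDTA, 1mM DTT, pH 7.5) received compound, then a probe mix of 5 nM fluorescein-DNA and 100nM Texas-615-DNA. Fluorescence polarization was read for both dyes.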
# The depositor's hits bear a star; i = inactive; ? = inconclusive; . = no result given; & = joins results of further samples; ! = not active in a repeat; [ ] = remark or other dose. Unless noted, calls follow the shape of the dose curve; as a rule, active = well fitted curve in the direction sought with a large enough effect; inconclusive = small, poorly fitted or top-dose-only effect, or another doubt; inactive = no such curve, though single readings can be large; an effect the other way counts as inactive or inconclusive. Only part of the results is shown, so the mix of outcomes need not match the whole.
compound,12-LOX inh,JMJD2A Tudor inh,GLS inhibitor,RGS4 inh,PI4K2A inh,G9a inh,HP1b binding inh,BAZ2B inh,ERG Ets-DNA blk
Nc1ncnc2c1c(-c1ccc(Oc3ccccc3)cc1)cn2C1CCCC1,1%,45µM*,-10%,?,-4&2,14µM*,?,40µM*,37%[activator]
CC(C)OCc1cc(CN2CCN(c3ccccc3)CC2)c(O)c2ncccc12,?,25µM*,14%,-10%,2,-10%[59 µM],21%,8.9µM*,-1%
COC(=O)C1=C(C)NC(C)=C(C(=O)OCCN2CCN(C(c3ccccc3)c3ccccc3)CC2)C1c1cccc([N+](=O)[O-])c1 (stereo not given),-1%[57.4 µM],.,12%,.,0,?,.,.,.
CCOC(=O)c1ccccc1O,-6%[22.9 µM],.,-3%&2%,.,1,-3%[12.7 µM],.,.,.
CCCCCCCCCCCCCCCC(O)C(N)CO (stereo not given),?,-3%,-4%,-18%,0,13%,15%,15%,-15%
O=C(c1ccccn1)N(Cc1cccs1)C1(C(=O)NC2CCCCC2)CCCCC1,-12%,-16%,0%,4%,0,2%,10%,-4%,3%
CN(C(=O)c1c(O)c2ccccc2n(C)c1=O)c1ccccc1,47%[activator],.,-1%,i,3,-11%[12.7 µM],.,.,.
CCCC(=O)O[C@]1(C(=O)COC(C)=O)CC[C@H]2[C@@H]3C[C@H](F)C4=CC(=O)C=C[C@]4(C)[C@@]3(F)[C@@H](O)C[C@@]21C,0%,-23%,?,-13%,1,7%[59 µM],18%,-23%,-15%
Cn1ccc2cc3c(cc21)CCN3C(=O)Nc1cccnc1,9.7µM*!,79µM*,23%&7%,?,-3,9.5µM*,-28%,?,-8%
CCN(CC)CCOc1ccc(Cc2ccccc2)cc1,?,.,25%,.,0,8%[59 µM],.,.,.
CCCCOc1cc(C(=O)OCCN(CC)CC)ccc1N,17%&-7%,-12%&-1%,23%,17%&-6%,0&-6&2,-6%[12.7 µM],25%&38%,2%,-2%&4%
CCCCC(CC)COC(=O)c1ccccc1O (stereo not given),-12%[22.9 µM],.,-14%,.,-5,36%[59 µM],.,.,.
CCn1cc(C(=O)O)c(=O)c2cc(F)c(N3CCNC(C)C3)c(F)c21 (stereo not given),-24%[57.4 µM],.,.,13%[56.9 µM],-4&-1,11µM*!,.,.,.
CN(C)C/C=C(\c1ccc(Br)cc1)c1cccnc1,?,?,3%,21%,3,-5%[21.5 µM],3%,-36%,11%
COc1cc(C=O)ccc1O,-14%,.,47%[activator],-20%[56.9 µM],2,.,.,.,.
CCCCCCCCCCCCCCCC[N+](C)(C)Cc1ccccc1,?,.,32µM*,.,-4,-38%[12.7 µM],.,.,.
CCOC(=O)[C@H](CCc1ccccc1)N[C@@H](C)C(=O)N1C(=O)N(C)C[C@H]1C(=O)O,?,.,18%,.,-2,-30%[12.7 µM],.,.,.
CCCC1(c2ccccc2)NC(=O)N(CC(=O)N(C)Cc2c(F)cccc2Cl)C1=O (stereo not given),-25%,25µM*,?,?,-11,18%[59 µM],-12%,-13%,-1%
CN(C)S(=O)(=O)n1cc(/C=C(\NC(=O)c2ccccc2)C(=O)NCCCn2ccnc2)c2ccccc21,-5%&-1%,?,1%&-8%,23%&3%,0&6,8%,23%&-8%,?,2%&3%
N=c1nc(N2CCCCC2)cc(N)n1O,?,-19%&-7%,11%&21%&-8%,-15%[56.9 µM],-2&0&-4&4,9%[59 µM],22%&20%,-9%,-4%&24%
C[C@@H]1C[C@H]2[C@@H]3CCC4=CC(=O)C=C[C@]4(C)[C@@]3(Cl)[C@@H](O)C[C@]2(C)[C@@]1(OC(=O)c1ccco1)C(=O)CCl,?,-22%,1%,-1%,-2&-2,-9%[59 µM],12%,1%,5%
Cc1c(Cl)cccc1NC(=O)Cn1cc(C(=O)C2CCCCC2)c2ccccc21,-7%,-1%,-7%,2%,2,3%[59 µM],23%,-1%,7%
CN(C)CCCSc1ccccc1NC(=O)/C=C/c1ccccc1,3%[22.9 µM],.,15%,?,-9,1%[59 µM],.,-19%,.
CCc1cccc(CC)c1NC(=O)CN(CC(=O)O)CC(=O)O,30%[activator],-26%,-9%,19%,0&-2,-39%[59 µM],45%[activator],-5%,2%
O=C(O)Cc1cn(-c2ccccc2)nc1-c1ccc(Cl)cc1,?,8%,5%&7%,2%,0&3,7%,23%,2%,-8%
Cc1c(C)n(Cc2ccccc2)c2ccc(C(=O)OCCN(C)C)cc12,?,56µM*,2%&-5%,11%,-8&-6,?,?,22µM*,9%
Cc1cc(=O)oc2cc(O)ccc12,?,-10%,14%,-6%,-5&3,39%[21.5 µM],41%[activator],.,3%
Cc1scc2c1N(C(=O)CN1CCN(C)CC1)c1ccccc1NC2=O,?,-12%,6%&4%,-7%[56.9 µM],-7&-6&-6,35µM*!,12%,?,-11%
CCCOc1ccc(C(=O)OCCN(CC)CC)cc1N,?,-16%,32%&59%[activator],9%,-5&5,-2%[12.7 µM],59%[activator],8%,17%
CCN(CC)CC1CCCCN1CC(=O)N1c2ccccc2C(=O)Nc2cccnc21 (stereo not given),-11%[22.9 µM],.,19%,.,-3,41%&-16%[59 µM],.,-14%,.
CC[C@]12CCCN3CCc4c(n(c5ccccc45)[C@](O)(C(=O)OC)C1)[C@@H]32,-6%,-3%,-1%,12%,-1,2%[12.7 µM],22%,26%,12%
O=C(NC1CCN(CCc2c[nH]c3ccccc23)CC1)c1ccccc1,?,-27%,-5%&16%,9%,-3&-4,-34%,12%,?,16%
CN(c1nccc(=O)[nH]1)C1CCN(c2nc3ccccc3n2Cc2ccc(F)cc2)CC1,-4%[57.4 µM],.,2%,.,1,-30%[12.7 µM],.,.,.
O=C(Nc1cc(-c2ccccc2)nn1-c1ccccc1F)c1ccc([N+](=O)[O-])cc1,?,-6%,2%,-25%,-2,-23%[12.7 µM],23%,-12%,-1%
CC(=O)Oc1ccc2c(C)cc(=O)oc2c1,1%,12%,-5%,-2%,8,0%[59 µM],38%,8%,-6%
COc1cc(N)c(Cl)cc1C(=O)N[C@H]1CCN(CCCOc2ccc(F)cc2)C[C@H]1OC,-25%,-23%,0%,-7%,0,-16%[59 µM],31%,7%,-1%
Nc1c2ccccc2nc2ccccc12,-10%&0%&6%,1%&4%,5%&5%&1%,-17%&6%,-5&-4&1,?,84%&39%[activator],3%&-1%,?
CC(C)NNC(=O)c1ccncc1,-3%[22.9 µM],-15%,46%&-8%[activator],4%[56.9 µM],6&0&1,11µM*!,41%[activator],0%,-5%
CCCCN(CCCC)CCCOC(=O)c1ccc(N)cc1,0%,-10%,19%,21%,3&-1,-7%[59 µM],-6%,1%,-1%
CC1O[C@@H](OCC2O[C@@H](Oc3cc(O)c4c(c3)OC(c3ccc(O)cc3)CC4=O)[C@H](O)[C@@H](O)[C@@H]2O)[C@H](O)[C@H](O)[C@H]1O (stereo not given in full),-3%,-19%,13%,-3%,2,-16%[12.7 µM],22%,5%,14%
CN(C)CC/C=C1/c2ccccc2COc2ccc(CC(=O)O)cc21,-12%,-4%,2%,10%,0&-3,.,24%,.,1%
Cc1ccc(C)c(Nc2nc3nonc3nc2Nc2cccc(C)c2C)c1,-9%,?,11%,20%,-2,-49%[59 µM],19%,?,4%
CCCCCCCCCCCCCCC[C@@H](O)[C@@H](N)CO,?,-12%,4%,12%,1,2%[59 µM],-11%,.,23%
NCc1ccccc1Sc1ccccc1CO,0%,.,9%,.,3,-28%[12.7 µM],.,.,.
O=C(O)c1cc(=O)c2ccccc2o1,?,6%,-10%&10%,-27%,1&-2,12%,23%,-4%,-19%
COc1cc(C2Oc3cc(C4Oc5cc(O)cc(O)c5C(=O)C4O)ccc3OC2CO)ccc1O (stereo not given),?,-14%,17%,-12%,-2,50µM*,19%,-31%,14%
CCc1ccccc1OC[C@@H](O)CN[C@H]1CCCc2ccccc21,?,40µM*,6%,-16%,1,4µM*,9%,?,-23%
O=C1NC(=S)S/C1=C\C=C\c1ccc([N+](=O)[O-])o1,?,16µM*,2%,?,-14,.,?,11µM*,30%
CN[C@@H]1[C@H](O)[C@H](NC)[C@H]2O[C@@]3(O)C(=O)C[C@@H](C)O[C@H]3O[C@@H]2[C@H]1O,18%&-6%,-2%,1%,-2%,-1&3,9%,35%,9%,6%
CCC(C(=O)Nc1ccccc1N1CCCC1)c1ccccc1 (stereo not given),2%,-23%,20%,-37%,5,?,4%,-16%,10%
CC(Cc1cccc(C(F)(F)F)c1)NCCOC(=O)c1ccccc1 (stereo not given),?,-1%&11%,-9%&-5%&8%,3%&2%,4&4&-1,13µM*!,31%&47%,0%&0%,24%&-3%
CC(=O)OCC(=O)[C@@]1(O)CC[C@H]2[C@@H]3CCC4=CC(=O)C=C[C@]4(C)[C@@]3(F)[C@@H](O)C[C@@]21C,16%,-7%,-6%,3%,-3&-3,5%[59 µM],34%,11%,3%

# Assay outcomes: PubChem, National Center for Advancing Translational Sciences (NCATS)
